L3MBTL1 inh: inhibitors of human L3MBTL1; Q9Y468; 230,000 compounds, 0.66% hits; AlphaScreen L3MBTL1–H3K9me1 peptide binding; Potency, µM (doses to about 57.1 µM), for the others: at the highest dose activity, negative = inhibition, usual class: inhibitors; AID 485360; active = well fitted inhibition curve with a large enough effect; note: nearly all actives have a fitted effect of over 60% in size
Target sequence (Q9Y468 whole entry, looked up): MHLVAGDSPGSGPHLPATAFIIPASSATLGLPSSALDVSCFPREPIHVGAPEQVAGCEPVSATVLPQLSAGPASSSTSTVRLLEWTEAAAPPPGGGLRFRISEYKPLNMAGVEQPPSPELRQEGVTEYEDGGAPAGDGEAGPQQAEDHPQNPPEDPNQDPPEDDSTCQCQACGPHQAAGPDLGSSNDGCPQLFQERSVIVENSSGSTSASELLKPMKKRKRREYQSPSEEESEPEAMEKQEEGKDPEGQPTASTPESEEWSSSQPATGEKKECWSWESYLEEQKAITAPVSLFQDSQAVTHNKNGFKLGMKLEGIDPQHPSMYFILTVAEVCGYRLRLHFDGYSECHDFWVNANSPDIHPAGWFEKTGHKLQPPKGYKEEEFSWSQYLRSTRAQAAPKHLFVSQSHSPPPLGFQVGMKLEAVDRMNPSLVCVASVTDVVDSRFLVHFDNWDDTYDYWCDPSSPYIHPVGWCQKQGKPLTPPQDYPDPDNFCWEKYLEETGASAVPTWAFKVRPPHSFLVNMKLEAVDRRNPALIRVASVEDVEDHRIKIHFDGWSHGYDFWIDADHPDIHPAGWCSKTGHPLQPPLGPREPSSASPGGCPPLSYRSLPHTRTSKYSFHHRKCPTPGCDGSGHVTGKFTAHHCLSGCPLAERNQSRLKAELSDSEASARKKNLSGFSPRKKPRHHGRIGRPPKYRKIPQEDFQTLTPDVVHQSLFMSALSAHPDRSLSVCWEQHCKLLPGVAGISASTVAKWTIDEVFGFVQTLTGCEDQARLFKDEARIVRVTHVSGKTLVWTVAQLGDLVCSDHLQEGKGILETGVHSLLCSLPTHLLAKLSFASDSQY
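L3MBTL1 (50 nM) pre-complexed 30 min with biotinylated H3(1-15)K9me1 peptide (75 nM), then compounds added for 30 min at room temperature; AlphaScreen streptavidin donor/nickel chelate acceptor beads (10 ug/mL final) read after 30 min dark incubation.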
Numbers without * were called inactive; [ ] = remark or other dose. % is set by controls: 0 for no effect and ±100 for the full control effect; potency is the fitted concentration of half-maximal effect.

item	canonical_smiles	L3MBTL1 inh
1	CCCCN(Cc1nc2ccccc2c(=O)[nH]1)C(=O)c1nn(C)c(=O)c2ccccc12	1%
2	CNC(=O)C(=O)N1CCC2(CC1)OCCN2S(=O)(=O)c1ccc(C)cc1	3%
3	COC(=O)[C@]1(Cc2ccccc2)N[C@H](CN(C)S(=O)(=O)c2ccc(OC(F)(F)F)cc2)[C@@H]2C(=O)N(C)C(=O)[C@@H]21	-1%
4	CCN(CC)CCN(Cc1cc2cc3c(cc2[nH]c1=O)OCO3)C(=S)NCCCOC	-1%
5	O=C(Nc1cccc(F)c1)c1c(O)c2ccccc2[nH]c1=O	3%
6	CCN(CC(=O)Nc1c(F)cccc1F)C(=O)c1ccc2c(c1)OCCO2	-4%
7	N#Cc1ccc(S(=O)(=O)N2CCC(C(=O)N3CCN(Cc4ccc5c(c4)OCO5)CC3)CC2)cc1	-6%
8	C#CCOCCOCCOCCNc1nc(N2CCN(C(=O)[C@H](CCCN=C(N)N)n3cc(C(N)[C@@H](C)CC)nn3)CC2)nc(N2CCN(C(=O)[C@H](CO)n3cc([C@@H](N)C(C)C)nn3)CC2)n1 (some centres undefined)	5%
9	CCOC(=O)c1ccc(NC(=O)CCCN2C(=O)NC3(CCCC3)C2=O)cc1	0%
10	Cc1cc(NC(=O)CSc2nc(C)c(C)c(=O)[nH]2)no1	6%
11	CC(=O)OCC(=O)C1CCC2C3CC=C4CC(O)CCC4(C)C3CCC12C (centres undefined)	10%
12	O=S(=O)(c1ccc(Cl)cc1)n1cnc2ccccc21	3%
13	COc1cc(CNCCO)ccc1OCCc1ccccc1	-9%
14	O=S(=O)(c1ccc(Cl)cc1)N1CCN(c2ncnc3sccc23)CC1	-11%
15	CCOC(=O)[C@@H]1[C@H]2COc3ccc(Br)cc3[C@H]2N2C(=O)N(c3cccc(Cl)c3)C(=O)[C@]12C	-3%
16	CCCC[C@@H]1C=C(C(=O)O)[C@H](c2ccc(Cl)c(Cl)c2)N1S(=O)(=O)c1ccc(C)cc1	-5%
17	COc1cccc(Cn2cccc(NC(=O)NCc3ccccc3)c2=O)c1	-1%
18	COc1cc(C(=O)Nc2ccc3c(c2)ncn3C(C)(C)C)cc(OC)c1OC	1%
19	CC(NC(=O)COC(=O)CCC(=O)c1ccc(Cl)cc1)c1ccccc1 (centres undefined)	-2%
20	CC(C)(C)OC(=O)N1O[C@H]2C[C@@H]1[C@@H]1[C@@H]2N=NN1C12CC3CC(CC(C3)C1)C2	6%
21	Cc1ccc2oc(C(=O)N3CCC(O)(c4cccc(C(F)(F)F)c4)CC3)c(C)c2c1	7%
22	CN(C)S(=O)(=O)c1cc(C(=O)Nc2ccn(C)n2)c(Cl)cc1Cl	1%
23	Cc1noc(C)c1COc1ccc(C(=O)N2CCN(S(=O)(=O)c3ccccc3)CC2)cc1	1%
24	COc1ccc2[nH]c3c(c2c1)CCN1C(=O)C(CC(=O)NCCc2ccccn2)C[C@H](C(=O)N2CCCCC2)[C@@]31C (some centres undefined)	-8%
25	COc1ccc(NC(=O)Nc2ccc3c(c2)C(=O)N([C@@H](C)CO)C[C@@H](C)[C@@H](CN(C)S(=O)(=O)c2cn(C)cn2)O3)cc1	4%
26	NS(=O)(=O)c1ccc(NC(=O)CSc2nc3c(cnn3-c3ccccn3)c(=O)[nH]2)cc1	-3%
27	O=S(=O)(Nc1cc(S(=O)(=O)N2CCCC2)ccc1O)c1ccc(Cl)s1	5%
28	CCn1c(SC(C)C(=O)Nc2ccc(N3CCOCC3)cc2)nnc1C1CC1 (centres undefined)	-4%
29	Cn1c(CC(=O)NNC(=O)c2ccc(F)cc2F)nc2ccccc21	1%
30	CCOCCn1ccc2c(OCC(=O)NCc3ccccc3)cccc2c1=O	0%
31	Nc1nc2cc(S(=O)(=O)N3CCOCC3)ccc2o1	1%
32	CC(CCc1ccccc1)NC(=O)Cc1ccc(Br)cc1 (centres undefined)	8%
33	COC(=O)[C@]1(CC(C)C)N[C@H](c2ccc(SC3CCCCC3)cc2)[C@@H]2C(=O)N(C)C(=O)[C@@H]21	-3%
34	CC(C)=C[C@@H]1C[C@H](C)[C@H]2CC[C@H](C)c3c(O)c(O)c(C)c1c32	-7%
35	CCOc1ccc(NC(=O)COC(=O)c2ccc3c(c2)OCCO3)cc1	2%
36	CCn1nc(C(=O)Nc2cc(Cl)ccc2-n2cncn2)c2ccccc2c1=O	2%
37	CN(C)C(=O)CCc1ccc2c3c([nH]c2c1)[C@]1(CCC2CCCC2)[C@@H](C(=O)N2CCOCC2)C[C@H](CC(=O)NCCC2=CCCCC2)C(=O)N1CC3	-3%
38	C=CCNC(=O)c1cccc2c1C(=O)c1ccc(N3CCOCC3)cc1S2(=O)=O	0%
39	COc1ccc(Cl)cc1C(=O)N1CCC2(CC1)CC(=O)c1ccccc1O2	4%
40	CCC(NC(=O)C1CCCO1)c1ccccc1 (centres undefined)	5%
41	Cc1ccc(C(=O)O/N=C(\N)c2ccccn2)cc1Cl	8%
42	COC(=O)c1cn(C(=O)c2cc(Cl)ccc2Cl)c2ccccc12	-8%[2.29 µM]
43	COc1ccc(-c2csc(N(CC(C)C)C(=O)c3ccco3)n2)cc1	4%[2.29 µM]
44	Cc1ccc(OCCCC(=O)ON=C(N)c2ccccc2C)cc1	56%[activator]
45	CC(=O)N1CCN(c2ccc(NC(=O)c3cccc(C)c3)cc2)CC1	0%
46	CN(C(=O)COC(=O)c1ccc(CN2CCCC2=O)cc1)c1ccccc1	2%
47	CSCCC(NC(=O)c1cccc([N+](=O)[O-])c1)C(=O)OCC(=O)N1CCCC1=O (centres undefined)	5%
48	CC(C)CN(C(=O)CN(C)CC(=O)Nc1ccccc1C#N)c1c(N)n(CC(C)C)c(=O)[nH]c1=O	-1%
49	C[C@]12CC[C@H](O)CC1=CCC1C2CC[C@@]2(C)C1CC[C@@H]2NC(=O)CCC(=O)O (some centres undefined)	7%
50	Cc1ccc(C)c(NC(=O)CN(C)C(=O)c2ccc3ncsc3c2)c1	4%
51	O=C(Cc1ccccc1[N+](=O)[O-])N1CCOCC1	-2%
52	COc1ccc(C(=O)NCCNc2nc3ccc(C)cc3cc2C#N)cc1OC	13%
53	COc1ccc(NC(=O)c2nc[nH]c2C(=O)NCc2ccccc2)cc1	-3%
54	Cc1ccc(CN(C)C(=O)CN2C(=O)NC(c3ccccc3)(c3ccccc3)C2=O)c(C)c1	-3%
55	O=C(c1cc(Br)c(Br)s1)N1CCc2ccccc2C1	10%
56	CCOC(=O)C(=O)NCC(c1cccs1)S(=O)(=O)c1ccc(F)cc1 (centres undefined)	-15%

Sorted by formula weight (low to high): part of the list above.
item	canonical_smiles	L3MBTL1 inh
51	O=C(Cc1ccccc1[N+](=O)[O-])N1CCOCC1	-2%
53	COc1ccc(NC(=O)c2nc[nH]c2C(=O)NCc2ccccc2)cc1	-3%
52	COc1ccc(C(=O)NCCNc2nc3ccc(C)cc3cc2C#N)cc1OC	13%
54	Cc1ccc(CN(C)C(=O)CN2C(=O)NC(c3ccccc3)(c3ccccc3)C2=O)c(C)c1	-3%

Remaining list, next part.
item	canonical_smiles	L3MBTL1 inh
57	O=C(CCNS(=O)(=O)c1ccccc1)N1CCCCCCC1	10%
58	O=C(c1cc([N+](=O)[O-])ccc1N1CCOCC1)N1CCN(S(=O)(=O)c2ccc(F)cc2)CC1	2%
59	Cc1c(C(=O)NC(C)c2ccccn2)oc2c(Cl)cccc12 (centres undefined)	-3%
60	Cc1ccc(SCC(=O)OCC(=O)NCCCc2ccccc2)cc1	11%
61	O=C(CCN1C(=O)c2ccccc2S1(=O)=O)NCc1ccccc1	2%
62	CCN(CC)CCn1c(=N)n(CC(=O)c2ccc(C)cc2)c2ccccc21	-12%
63	COCCN(C(=O)COC(=O)CCc1ccc(OC)cc1)c1c(N)n(Cc2ccccc2)c(=O)[nH]c1=O	6%
64	CCCCNC(=O)C(C1CCCCC1)N(CCN(C)C)C(=O)CCCN1C(=O)NC(c2ccc(-c3ccccc3)cc2)C(C(=O)OCc2ccccc2)=C1C (centres undefined)	-15%
65	Cc1cc(NC(=O)C(C)Sc2nc(-c3cccs3)nc3ccccc23)no1 (centres undefined)	-13%
66	Cc1c(C)c2c(OCC(=O)N3CCC[C@H]3C(=O)O)cc3c(c2oc1=O)CCC(C)(C)O3	41%[activator]
67	CCCCCCOC(=O)C1=C(C)NC(=O)NC1c1ccc2c(c1)OCO2 (centres undefined)	-2%
68	COc1ccc(OC)c(S(=O)(=O)NCC(c2cccs2)N2CCc3ccccc3C2)c1 (centres undefined)	-8%
69	CCC(C)Sc1ccc([C@@H]2[C@H]3C(=O)N(CC)C(=O)[C@H]3[C@]3(C(=O)OC)CCCCN23)cc1 (some centres undefined)	1%
70	Cc1ccc(C(=O)N2CCN(Cc3ccc4c(c3)OCO4)CC2)c(Cl)c1	2%
71	O=C1/C(=C\c2ccc(O)cc2)SC(=S)N1Cc1ccccc1	-5%
72	Cc1nc2ncccn2c1-c1csc(Nc2ccc(S(N)(=O)=O)cc2)n1	5%
73	CN(CCCC(=O)N1CCN(c2ncccn2)CC1)S(=O)(=O)c1ccc(F)cc1	-5%
74	CC1CCCC(C)N1CCNC(=O)CCc1nnc2n(Cc3ccccc3)c(=O)c3ccccc3n12 (centres undefined)	8%
75	O=C(CSc1nc2[nH]c(=O)cc(O)c2s1)Nc1ccc(Br)cc1	-2%
76	COC(=O)C1(CO)NC(c2ccc(C)cc2)C2C(=O)N(c3ccccc3)C(=O)C21 (centres undefined)	1%
77	O=[N+]([O-])c1ccccc1S(=O)(=O)NCCSc1ccccc1	-7%
78	COc1ccccc1C(=O)NCCC(=O)NCC(c1ccco1)N1CCCCC1 (centres undefined)	8%
79	COc1cc(OC)cc(C(=O)NNC(=O)CCCOc2ccccc2)c1	6%
80	CS(=O)(=O)c1ccc(C(=O)NNC(=O)c2cccs2)cc1	-2%

A different layout for part of the listing above.
26	NS(=O)(=O)c1ccc(NC(=O)CSc2nc3c(cnn3-c3ccccn3)c(=O)[nH]2)cc1
  L3MBTL1 inh: -3%

27	O=S(=O)(Nc1cc(S(=O)(=O)N2CCCC2)ccc1O)c1ccc(Cl)s1
  L3MBTL1 inh: 5%

28	CCn1c(SC(C)C(=O)Nc2ccc(N3CCOCC3)cc2)nnc1C1CC1 (centres undefined)
  L3MBTL1 inh: -4%

(more compounds)
item	canonical_smiles	L3MBTL1 inh
81	CCOCCCn1c(SCC(=O)Nc2cc(OC)ccc2OC)nc2ccccc2c1=O	-1%
82	Cc1cc(S(=O)(=O)Nc2ccc(C(=O)NCC3(N4CCCCC4)CCCCC3)cc2)ccc1F	-7%
83	Cc1cc2nc3n(c2cc1C)CC1CC(C(=O)NCc2cccc(Br)c2)N(C)C31 (centres undefined)	-9%
84	Cc1ccc(S(=O)(=O)N(C)CC(=O)Nc2ccc(C)cn2)cc1	-3%
85	COc1ccc(CCNC(=O)CN(C)S(=O)(=O)c2cccs2)cc1	1%
86	CN(CCOc1ccccc1)C(=O)c1ccc2c(c1)OCO2	-3%
87	Cc1ccccc1NC(=O)c1cccc(C(=O)Nc2ccccc2C)n1	-1%
88	CCn1nnc2cc(C(=O)Nc3cc(Cl)ccc3C)ccc21	8%
89	O=C(COc1ccc(F)cc1Cl)Nc1cccc(S(=O)(=O)N2CCCC2)c1	3%
90	CN(C(=S)NC(=O)C1CC1)c1ccc(O)cc1	8%
91	CCC1(c2ccccc2)NC(=O)N(CC(=O)Nc2ccc(S(=O)(=O)Nc3ncccn3)cc2)C1=O (centres undefined)	-1%
92	Cc1nnc(SCC(=O)Nc2cc(C(F)(F)F)ccc2Cl)n1C	-8%
93	CN(C)c1ccc(/C=C/C(=O)c2ccc3c(c2)OCO3)cc1	86%[activator]
94	CNS(=O)(=O)c1cccc(C(=O)OCC(=O)Nc2ccc3ccccc3c2)c1	-1%
95	Cc1cc(C(=O)Nc2cc(S(C)(=O)=O)ccc2Cl)c(C)o1	-7%
96	N#Cc1ccccc1NC(=O)CN1C(=O)NC(Cc2c[nH]c3ccccc23)C1=O (centres undefined)	3%
97	COC(=O)CCCNC(=O)c1ccc(S(=O)(=O)NCc2ccco2)cc1	9%
98	C=CCn1c(=O)c(C(=O)Nc2ncccc2O)c(O)c2ccccc21	-6%
99	CCN(CC)S(=O)(=O)c1ccc(C)c(NC(=O)CNc2cccc(S(=O)(=O)N3CCCC3)c2)c1	-6%
100	Cc1ccnc(NC(=O)C(C)N2C(=O)c3ccccc3S2(=O)=O)c1 (centres undefined)	7%
101	CCN1C(=O)c2ccc(C(=O)Nc3ccc(O)cc3C)cc2C1=O	8%
102	O=S(=O)(Nc1ccccc1N1CCOCC1)c1ccc(Cl)cc1	-4%
103	Cc1ccc(C2(c3ccccc3)NC(=O)N(CC(=O)N(C)C3CCS(=O)(=O)C3)C2=O)cc1C (centres undefined)	0%
104	O=C1OC[C@H]2CCCN2C(=O)[C@@H](CC(=O)N(CCO)Cc2ccccc2)C/C=C\C[C@H]1Cc1ccc(F)cc1	2%
105	COc1ccc(S(=O)(=O)N2CCc3ccccc32)cc1C(=O)O	1%[2.29 µM]
106	O=C(COC(=O)c1ccco1)NC12CC3CC(CC(C3)C1)C2	3%
107	CCOc1ccc(NC(=O)c2ccccc2C(=O)c2ccccc2)cc1OCC	-4%
108	COc1ccc(OCC(=O)NC(=O)c2ccccc2)c([N+](=O)[O-])c1	4%
109	COc1cccc(CNC(=O)CSc2nc3c(oc4ccccc43)c(=O)n2CC2CCCO2)c1 (centres undefined)	1%
110	CC(C)C(=O)Nc1ccc(C(=O)CN2C(=O)NC3(CCOc4ccccc43)C2=O)cc1 (centres undefined)	-10%
111	O=C(COc1ccccc1Br)NCCC1=CCCCC1	20%
112	COc1ccc(-c2oc3cccnc3c2-c2ccc(OC)nc2)cc1	16%
113	Cc1ccc(NC(=O)Nc2ccc3c(c2)nnn3C)cc1C	4%
114	CCOC(=O)C1=CN(Cc2cccc(F)c2)S(=O)(=O)N(CC)C1c1cccc(OC)c1 (centres undefined)	7%

Screening results from PubChem.

An excerpt (hit frequency here may not be typical).
